Screens from PubChem.
E coli growth: bacterial growth inhibition, counter-screen for AddAB inhibitors | 0.27% of 330,000 active | AID 449728 | E. coli V3065 growth, OD600 absorbance, 18 h | inhibition, % at 11.9 µM;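 active = inhibition above the campaign's mean inhibition across all tested compounds plus 3 SD, cut at about 9.9% in these data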;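 also: uninfected addAB+ strain grown without phage in ampicillin broth; 0% = DMSO wells and 100% = ciprofloxacin 0.95 µg/ml wells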
Mot1-301 SUMO: blocks SUMOylation pathway, rescuing yeast Mot1-301 growth; S. cerevisiae Mot1-301 growth rescue, ATP luminescence, 38.5C; percent above DMSO median, 100 means doubled; growth rescue, % at 18.8 µM; 1% of 320,000 active;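 active = every valid replicate shows activation above 250% relative to neutral control wells; inactive = the rest, any valid replicate at or below 250%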;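 also: OY570 slx delta 5 strain wells were the positive control but not used for scaling; some compounds called inactive have numbers as strong as hits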
PKA-R1A act: activates the PKA-R1A holoenzyme complex; P00514+P68181; PKA-R1A dissociation, Cy5-IP20 fluorescence polarization; scaled: DMSO 0%, 113 µM cGMP 100%; activation, % at 11.4 µM; 0.083% of 340,000 active;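 active = percent activation above the mean of all tested compounds plus 3 SD, cut at about 19% in these data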;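 also: higher means more PKAc released from R1A so a rise in polarization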
OPRM1-OPRD1 inv: inverse agonists of human mu-delta opioid receptor heterodimerization; P35372+P41143; cell-based MOR-DOR heterodimer luminescence, inverse agonism; inhibition, % at 9.3 µM; 0.21% of 340,000 active; in the data active = inhibition above about 22%, passing the limit was not always enough;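 also: 0% = cells with DMSO and 100% = wells without cells with DMSO; values of inactives mirror those of a sister screen read the other way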
Target sequence (P35372 whole entry, looked up): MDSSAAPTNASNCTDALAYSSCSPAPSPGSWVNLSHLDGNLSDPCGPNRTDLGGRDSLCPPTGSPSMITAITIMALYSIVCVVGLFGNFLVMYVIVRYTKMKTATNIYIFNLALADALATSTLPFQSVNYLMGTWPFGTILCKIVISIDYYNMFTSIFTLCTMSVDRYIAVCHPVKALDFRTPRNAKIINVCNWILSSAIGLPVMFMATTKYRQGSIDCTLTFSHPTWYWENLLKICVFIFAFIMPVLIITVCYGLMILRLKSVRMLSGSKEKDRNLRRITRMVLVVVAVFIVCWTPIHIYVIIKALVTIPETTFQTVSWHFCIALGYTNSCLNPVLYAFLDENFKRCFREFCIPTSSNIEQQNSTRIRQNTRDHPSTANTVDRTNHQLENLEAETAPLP
Target sequence (P41143 whole entry, looked up): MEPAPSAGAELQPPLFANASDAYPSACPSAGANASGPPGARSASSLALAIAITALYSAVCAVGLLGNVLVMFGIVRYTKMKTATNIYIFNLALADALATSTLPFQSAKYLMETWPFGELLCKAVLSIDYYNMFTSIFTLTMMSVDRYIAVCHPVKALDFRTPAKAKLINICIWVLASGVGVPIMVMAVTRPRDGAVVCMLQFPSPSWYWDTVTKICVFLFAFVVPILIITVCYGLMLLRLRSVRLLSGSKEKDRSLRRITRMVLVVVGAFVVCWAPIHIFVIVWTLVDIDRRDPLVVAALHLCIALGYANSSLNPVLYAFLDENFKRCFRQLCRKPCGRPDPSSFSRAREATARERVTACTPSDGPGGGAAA
phage Ecoli inh: E. coli growth loss with phage present | growth absorbance | inhibition, % at 11.9 µM | 0.26% of 360,000 active | AID 651602; in the data active = inhibition above about 11%
Tat transport: E. coli Tat transport inhibition; E. coli MC4100 TorA-mCherry Tat export, fluorescence; inhibition, % at 10 µM; 0.036% of 340,000 active; AID 488895;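 active = mean replicate inhibition at least 50% and at least half of replicates individually reaching 50%; inconclusive = only one of the two criteria met; inactive = neither criterion met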;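 also: exported cargo escapes ClpAP degradation while cytoplasmic cargo is degraded and loses fluorescence; 0% = median of neutral control wells and 100% = median of NaSCN control wells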
PfHsp90 yeast 2: growth inhibition of yeast expressing Plasmodium Hsp90; inhibition, % at 9.4 µM; 0.32% of 310,000 active; S. cerevisiae expressing PfHsp90, BacTiter-Glo ATP, 48 h; yeast lacking PDR1 and PDR3 efflux regulators;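 active = every replicate shows inhibition above about 80%, whatever the replicate mean, limit read from the data; inconclusive = mean inhibition reaches the set limit but some replicate falls short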;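 also: 0% = DMSO neutral controls and 100% = 20 µM radicicol positive controls; yeast relying on Plasmodium falciparum Hsp90 in place of its own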
OPRM1-OPRD1 ag: agonists of human mu-delta opioid receptor heterodimerization; 0.3% of 340,000 active; activation, % at 9.3 µM; P35372+P41143; AID 504326; cells, OPRM1-OPRD1 heterodimerization, luminescence; in the data active = activation above about 18%;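 also: 0% = vehicle-treated cells and 100% = reference agonist; values of inactives mirror those of a sister screen read the other way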
Arr AP2 block: inhibitors of human beta-arrestin and AP2 interaction; FITC-arrestin peptide / GST-AP2 beads, flow cytometry; AP2 beta2 appendage carries R879A mutation; inhibition, % at 10 µM; 0.31% of 340,000 active; AID 504490;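 active = inhibition above a set limit, near 3 SD of compounds lacking own fluorescence, cut at about 54% in these data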;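 also: plate controls were DMSO wells for no effect and 5 µM unlabelled arrestin peptide for full effect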
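Test system: GST-tagged AP2 beta2-adaptin appendage (R879A) on 4 µm glutathione beads; also added: fluorescein-tagged arrestin peptide at 50 nM final; timing: 12 min plus 1 h, RT; signal: flow cytometry, FL1 (488/535 nm); read-out: percent drop in bead-associated FITC signal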
AddAB inh: less growth of phage-infected E. coli with AddAB; inhibition, % at 11.9 µM; E. coli expressing H. pylori AddAB, absorbance growth; 0.29% of 330,000 active; in the data active = inhibition above about 12%;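 also: 0% = vehicle wells of infected cells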
DSG3 Ab inh: blocks pemphigus antibody binding to human desmoglein-3. DSG3-coupled beads, scFv-anti-DSG3-GFP binding, flow cytometry; active compounds read low. AID 588358. binding (percent of control), % at 10 µM. 0.48% of 310,000 active;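 active = binding more than 3 SD below its plate's average and above zero; inconclusive = below that plate limit but binding exactly zero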;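 also: hits lower antibody fragment binding to DSG3; some compounds called inactive have numbers as strong as hits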
* hit, by the source's call; ? = inconclusive; nt = not tested or not shown.

SMILES,E coli growth,Mot1-301 SUMO,PKA-R1A act,OPRM1-OPRD1 inv,phage Ecoli inh,Tat transport,PfHsp90 yeast 2,OPRM1-OPRD1 ag,Arr AP2 block,AddAB inh,DSG3 Ab inh
CCCC(=O)n1nc(-c2ccco2)nc1N,-1.3,-12,-1,6,0.4,-8,5,-1.1,9,3.0,106
CC(C)(C)NC(=O)C(c1ccc(F)cc1)N(Cc1ccco1)C(=O)CCC(=O)Nc1nccs1 (centres undefined),-0.3,5,7,1,-0.2,-3,-6,-0.2,23,0.8,nt
O=[N+]([O-])c1ccc(S(=O)(=O)NCC(c2cccnc2)N2CCOCC2)cc1 (centres undefined),-1.7,17,5,5,2.4,-4,-17,-1.1,nt,2.2,104
CCCC(=O)Nc1cccc(S(=O)(=O)N(C)c2ccccc2)c1,0.1,-12,-5,-3,1.0,-11,-13,0.7,7,3.0,99
C/C(=C\C(=O)c1ccc(Br)cc1)NCc1ccc(C)cc1,2.4,1,-6,-12,0.2,9,2,2.9,-12,4.0,nt
C=CCn1c(N)c(C(=O)NCC2CCCO2)c2nc3ccccc3nc21 (centres undefined),-4.9,3,2,21,0.6,3,27,-3.6,4,1.3,115
COc1cc(NC(=O)c2cccs2)c(OC)cc1NC(=O)Cc1ccccc1,-1.5,170,-17,-10,0.3,18,-22,1.2,8,2.6,111
O=C1/C(=C/c2ccc([N+](=O)[O-])cc2)C=C(c2ccccc2)N1c1ccccc1,-0.3,14,-12,7,1.0,3,4,-1.2,14,1.1,118
Cc1c(O)ccc2c(CC(=O)N[C@@H](Cc3ccc(O)cc3)C(=O)O)cc(=O)oc12,nt,8,-4,6,-0.2,-7,4,-1.1,-9,nt,91
CC1(C)c2[nH]c3ccccc3c2C[C@H]2C(=O)N(CCCO)CC(=O)N21,-0.9,6,-18,15,-4.4,4,5,-3.1,4,-0.6,111
Cc1ccc(C(=O)COC(=O)CCCC(=O)NC2CCCCC2)cc1[N+](=O)[O-],0.2,-6,-16,26,1.2,-2,-64,-4.8,12,-0.1,100
Cc1ccccc1Nc1nc(Cl)c(C=O)s1,2.2,nt,-21,9,2.7,0,0,-1.8,3,-0.2,110
O=C(Nc1cc(Cl)ccc1N1CCCC1)C1=COCCO1,0.3,5,-14,1,2.5,-1,9,-0.3,4,2.4,103
CC(C)(C)C(=O)O/N=C1/C(=O)N(c2ccccc2)c2ccccc21,-2.0,-6,3,9,1.1,-2,nt,-1.8,1,1.1,106
COc1ccc(CNC(=O)CSCc2cnn(-c3ccccc3)c2-n2cccc2)cc1,-1.8,58,-8,-3,0.9,7,nt,0.6,-6,0.1,98
COc1ccc(CNC(=O)CC(C)CC2=NS(=O)(=O)c3ccccc3N2)cc1 (centres undefined),-0.6,258,8,11,1.8,-6,5,-1.9,2,-0.7,96
COc1ccc(-n2c(Cc3cc(=O)[nH]c(=O)[nH]3)nnc2SCc2ccccc2)cc1,-1.6,-6,8,20,nt,-13,7,-4.0,20,0.5,113
CC(C)(C)c1ccc(/C=N/N2C(=O)CSC2=S)cc1,-1.3,-5,-1,0,1.5,-4,-7,-0.1,-7,3.6,nt
Cc1ccc(Cl)cc1NC(=O)CN1C(=O)COc2ccc(S(=O)(=O)N3CCOCC3)cc21,-4.2,60,2,6,1.1,15,-8,-1.1,-4,0.8,87
Cc1ccc(Cn2c(=N)c(C(=O)NCC3CCCO3)cc3c(=O)n4ccccc4nc32)cc1 (centres undefined),-2.5,20,-7,5,0.8,-8,-5,-0.7,-11,1.6,98
Cc1ccc(C)n1NC(=O)c1ccccc1Cl,-1.5,-5,2,1,-3.6,-1,-19,-0.2,1,1.9,nt
Cc1nc([N+](=O)[O-])cn1-c1ccc(N)cc1,-0.6,9,-5,4,2.3,-4,-6,-0.8,-2,4.0,107
O=C(CCNC(=O)c1ccc(Br)cc1)NCc1ccco1,-0.1,445,0,0,5.0,-2,nt,0.0,1,2.7,117
O=C(Cn1cnc2cc([N+](=O)[O-])ccc2c1=O)NCc1ccccc1,-3.5,1,-7,-29,0.3,-2,nt,6.0,2,4.5,121
CC(C)c1nn2c(=O)cc(CSc3ccccc3NC(=O)c3ccccc3F)nc2s1,-4.0,0,4,1,-2.2,?,6,-0.3,49,1.9,107
COc1cc2c(cc1OC)CN(CC(=O)Nc1ccc(C#N)cc1)CC2,-2.7,7,-8,12,2.3,17,nt,-2.3,10,1.5,108
CCCCn1c(=O)c(C(=O)OCC)c(O)c2ccccc21,-0.7,-22,-11,16,2.3,1,-2,-2.7,8,0.4,nt
CN(C)CCCNC(=O)N1c2ccccc2Sc2ccccc21,-0.4,-10,-6,8,0.7,3,8,-1.5,-15,1.3,120
COc1ccc(NC(=O)CCn2ccnc2)c(OC)c1,-1.2,-9,-5,10,0.9,-3,-1,-2.2,26,0.0,97
O=C(NNCC(O)COc1ccccc1)c1ccccc1 (centres undefined),2.1,-7,-9,9,2.8,7,5,-1.9,7,2.8,107
Cc1nn(C(=O)c2cccnc2)c(C)c1C,0.1,-5,0,16,3.8,3,19,-3.2,-2,3.9,101
COC(=O)c1cn(C(=O)OC)c2ccccc12,0.2,nt,4,9,4.5,-2,12,-1.6,-6,3.0,80
O=C(NC1CCCCC1)NC1CC2CCCC(C1)N2C1CCCC1 (centres undefined),1.4,-13,-16,4,-0.1,-1,1,-0.7,-6,0.9,100
CC[C@@H](C)[C@H](NC(=O)CCc1c(C)c2cc3c4c(oc3c(C)c2oc1=O)CCCC4)C(=O)O,-3.2,-7,11,1,0.6,1,-9,-0.3,6,-0.7,nt
CN(C)CCOc1ccccc1C(C)(C)C,-2.6,-8,-6,-13,-0.6,-2,nt,2.2,-2,1.8,103
Cc1nnc(NC(=O)Nc2cccc(Cl)c2)s1,3.6,2,-6,-25,3.6,1,-5,5.6,-5,2.5,106
CCc1nnc(NC(=O)CN2CCN(CC)CC2)s1,1.0,11,-4,6,-0.6,-12,-8,-1.1,7,5.0,119
Cc1ccc2nsnc2c1NC(=O)c1ccccc1[N+](=O)[O-],-2.5,-17,-6,10,2.1,-4,9,-1.6,21,0.3,102
O=C(O)c1ccc(NS(=O)(=O)c2cc(C(=O)O)ccc2Br)cc1,2.3,-4,3,-64,1.1,?,18,11,11,5.3,102
CCOC(=O)COc1cc(OCC(=O)OCC)c2c(=O)cc(-c3ccccc3)oc2c1,1.2,48,3,13,3.5,10,-10,-2.5,0,-0.6,101
COc1cc(NS(=O)(=O)c2ccc(NC(=S)NC(=O)c3ccco3)cc2)nc(OC)n1,-1.2,201,-12,14,2.1,-3,-17,-2.7,-18,0.2,98
O=C(NCc1ccccc1Cl)C1CCCN(S(=O)(=O)c2cnc[nH]2)C1 (centres undefined),-3.7,294,6,4,-0.1,6,-8,-0.8,15,2.6,103
Cn1ccnc1CC(O)(c1ccccc1)c1ccccc1,-0.2,-5,0,14,2.1,0,-13,-2.8,-8,3.2,108
CNS(=O)(=O)c1cc(C(=O)OCC(=O)NC2CCCc3ccccc32)ccc1Cl (centres undefined),0.3,106,-6,9,2.9,6,40,-1.7,-5,0.5,88
O=C(NC(Cc1ccccc1)C(=O)O)OCC1c2ccccc2-c2ccccc21 (centres undefined),3.1,74,1,14,1.4,-2,1,-3.0,-2,2.0,112
Cc1cccc(Cl)c1NC(=O)N1CCCN(c2ncccc2[N+](=O)[O-])CC1,2.1,-2,-9,10,3.7,-7,-14,-2.1,14,3.0,110
CC(C)NS(=O)(=O)c1ccc(OCC(=O)N2CCN(c3ccccc3)CC2)cc1,1.4,-16,2,3,3.4,3,12,-0.6,-16,2.9,101
Cc1ccc(C)c(NC(=O)C(c2ccccc2)N2CCOCC2)c1 (centres undefined),0.5,-14,13,8,3.9,0,-8,-1.2,-4,1.8,85
COC(=O)c1ccc(COc2ncnc3sccc23)cc1,1.1,9,9,17,3.2,-1,-1,-3.2,7,3.3,96
Cc1onc(-c2c(F)cccc2Cl)c1C(=O)Nc1nnc(C2CC2)s1,-0.8,6,-4,7,1.3,-5,-13,-1.4,7,1.9,104
Cc1ccc(N=Nc2c(C)[nH]n(-c3ccccc3)c2=O)cc1,2.4,-3,-9,-7,3.1,-3,-113,1.5,33,-1.4,98
CCOC(=O)CSc1n[nH]c(-c2ccco2)n1,-1.0,95,-1,7,1.1,-4,3,-1.4,0,1.6,112
Cc1ccc(/C=N/NC(=O)CSc2nnc(-c3ccccc3)n2-c2ccc(Cl)cc2)o1,6.2,-16,2,-23,8.0,0,-68,4.5,-6,7.1,nt
CCCN1C2CCCC1CC(NC(=O)c1ccc(OC)cc1)C2 (centres undefined),0.3,-13,-11,11,2.4,-6,-5,-2.3,37,0.8,100
CCN(Cc1nc2cc(Cl)ccc2c(=O)[nH]1)C(=O)c1cc2c(s1)CCCCC2,nt,nt,-10,23,3.2,3,-16,-4.8,-2,nt,105
BrC(/C=N/N1CCN(Cc2ccccc2)CC1)=C/c1ccccc1,2.4,244,-10,-18,5.2,8,1,3.5,23,2.7,90
O=C(CN1C(=O)COc2ccccc21)N1CCN(c2ccccc2F)CC1,0.1,-2,-6,13,-0.6,-4,-16,-2.3,19,-1.1,103
CC(C(=O)Nc1cccnc1)n1cc([N+](=O)[O-])cn1 (centres undefined),-0.6,5,0,7,1.5,3,-28,-1.5,51,-0.8,nt
CCCCOc1ccc(CN2CCC(O)CC2)cc1,-0.7,8,4,-7,0.6,5,-3,1.2,-6,0.6,98
COc1ccc(Br)cc1S(=O)(=O)n1c([N+](=O)[O-])cnc1C,-1.4,50,-2,10,0.2,1,-4,-1.9,26,-0.6,112
COCCn1c(=O)[nH]c2cc(C(=O)NCC3CCCO3)ccc2c1=O (centres undefined),0.2,-31,-11,-26,1.3,-3,nt,4.8,9,-1.9,78
CCN(CC)S(=O)(=O)c1ccccc1/C=N\O,-1.9,-5,-4,5,0.0,-8,0,-1.2,6,0.6,103
CCOc1ccc(-c2noc(CCCC(=O)NC3CCCCC3)n2)cc1OC,-3.3,-7,-12,-2,-0.1,3,4,0.2,-4,0.6,125

Rows were taken by chance; about 2.8% have a hit in one of these screens.
